Screening results from PubChem.
IEC-6 tox = counter-screen for KLF5 inhibitors: cytotoxicity in IEC-6 cells; IEC-6 cytotoxicity, luminescence viability; inhibition, % at 5 µM; actives 0.78% (n = 290,000); AID 1825; in the data active = inhibition above about 22%;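 also: 0% = plate median of test compound wells and 100% = cytotoxic reference compound wells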
HSP90 refold inh = HSP90 refolding inhibition in rabbit reticulocyte lysate. luciferase refolding luminescence, 3 h. inhibition, % at 5.6 µM. actives 0.91% (n = 290,000). AID 1789;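 active = inhibition above the screen-wide mean plus 3 SD, computed separately per campaign, cut at about 16% in these data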;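 also: 0% = DMSO wells and 100% = 60 µM geldanamycin wells; inhibitors lower the luminescence because luciferase stays unfolded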
GSK3A inh = inhibitors of human GSK-3 alpha kinase | actives 0.1% (n = 320,000) | AID 2650 | ADP-Glo luminescence, 60 min | inhibition, % at 10 µM;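 in the data active = inhibition above about 50%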;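 also: GST-tagged GSK-3 alpha with peptide substrate and 25 µM ATP; 0% = DMSO neutral wells and 100% = GW8510 positive control wells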
Target sequence (P49840 whole entry, looked up): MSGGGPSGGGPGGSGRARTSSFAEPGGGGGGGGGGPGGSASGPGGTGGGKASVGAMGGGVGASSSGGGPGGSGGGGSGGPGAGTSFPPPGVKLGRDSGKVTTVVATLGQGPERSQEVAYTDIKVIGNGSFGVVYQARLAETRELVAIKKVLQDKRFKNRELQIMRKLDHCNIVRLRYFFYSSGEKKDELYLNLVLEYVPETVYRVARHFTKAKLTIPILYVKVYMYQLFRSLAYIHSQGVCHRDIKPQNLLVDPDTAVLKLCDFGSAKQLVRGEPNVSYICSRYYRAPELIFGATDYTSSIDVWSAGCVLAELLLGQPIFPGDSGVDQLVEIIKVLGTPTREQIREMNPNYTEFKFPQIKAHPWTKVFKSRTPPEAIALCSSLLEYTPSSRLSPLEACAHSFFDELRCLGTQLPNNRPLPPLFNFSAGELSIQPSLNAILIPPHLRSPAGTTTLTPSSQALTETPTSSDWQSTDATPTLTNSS
KLF5 inhibitor = inhibitors of KLF5 expression | DLD-1 KLF5 promoter-luciferase reporter, luminescence | inhibition, % at 5 µM | actives 0.23% (n = 290,000) | AID 1700;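 active = inhibition above a per-plate limit of that plate's mean compound inhibition plus 3 SD, cut at about 60% in these data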;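 also: 0% = DMSO wells and 100% = LY294002 at 200 µM; higher means less KLF5 promoter-driven luciferase light; inactives centre near -14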
HSF-1 act = increases HSF-1 driven luciferase reporter signal | NIH3T3-HGL HSF-1 luciferase reporter, MG132, 8 h; 100% = twice DMSO control signal | actives 1.7% (n = 300,000) | AID 504408 | activation, % at 9 µM;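 active = mean replicate activation of at least 50% with a set share of replicates each reaching 50%; inconclusive = only one of those two conditions met; inactive = mean below 50% and too few replicates reaching it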;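 also: 0% = median of the neutral control wells and 100% = twice that signal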
aSyn 5UTR inh = 5' untranslated region of α-synuclein, MLPCN primary screen; alpha-synuclein 5'UTR reporter, inhibitor activity; AID 1813; inhibition, % (tested at 7.5 µM); actives 0.82% (n = 300,000); in the data active = inhibition above about 60%; inconclusive = no clear call, values can overlap the other calls;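 also: H4 neuroglioblastoma cells stably carrying SNCA 5'UTR luciferase fusion; 0% = DMSO wells and 100% = positive control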
DYRK1A inh = inhibitors of rat Dyrk1A kinase. ADP-Glo luminescence, NFATc1 peptide. inhibition, % at 12.5 µM. actives 0.43% (n = 310,000). AID 504441; in the data active = inhibition above about 50%;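 also: plate controls were vehicle with enzyme for no effect and no enzyme for full effect; many of its hits are not listed in these tables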
Platelet DG rel = platelet dense granule release activity. human platelet-rich plasma, SFLLRN dense granule ATP release, luminescence. inhibition, %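 (compounds screened at 7.5 µM in platelet-rich plasma)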. actives 0.22% (n = 300,000);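 active = mean replicate score, as percent of positive control, at or above 50; inconclusive = mean below 50 but at least one replicate at or above 50; inactive = mean and every replicate below 50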
GSK3B inh = human GSK3beta kinase inhibition; P49841; activity score (negative = inhibition), % at 10 µM; AID 2097; actives 0.038% (n = 300,000); GST-GSK3beta kinase, ADP-Glo luminescence, 60 min; hits give low values;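 active = more than half of replicate wells score below -50%, meaning over 50% inhibition versus plate controls; inconclusive = some replicates but at most half score below -50%; inactive = no replicate scores below -50%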;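 also: 0% = median DMSO wells and -100% = median GW8510 positive control wells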
Target sequence (P49841 whole entry, looked up): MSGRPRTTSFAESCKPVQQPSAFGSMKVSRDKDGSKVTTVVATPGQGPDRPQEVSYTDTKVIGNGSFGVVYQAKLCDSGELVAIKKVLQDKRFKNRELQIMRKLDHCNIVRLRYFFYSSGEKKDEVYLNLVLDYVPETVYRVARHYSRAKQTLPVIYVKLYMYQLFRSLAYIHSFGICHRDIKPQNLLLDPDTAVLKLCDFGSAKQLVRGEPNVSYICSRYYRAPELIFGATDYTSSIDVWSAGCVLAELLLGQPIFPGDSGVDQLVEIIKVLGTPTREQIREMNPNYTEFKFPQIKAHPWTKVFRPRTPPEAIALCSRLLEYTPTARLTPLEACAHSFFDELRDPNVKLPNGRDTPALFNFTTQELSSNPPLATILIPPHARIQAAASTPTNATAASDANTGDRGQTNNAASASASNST
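Test system – GST-tagged human GSK3beta kinase, cell-free · Incubation – 60 min enzyme reaction, room temperature · Signal – ADP-Glo luminescence · Also added – peptide substrate and ATP at 25 µM · Controls – DMSO neutral wells and GW8510 at 20 µM as positive · Buffer or medium – Tris/MgCl2 kinase buffer · Measure – Luminescence-derived activity versus plate DMSO and GW8510 wells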
HSF1 inhib = HSF1 inhibition; NIH3T3-HGL HSE-luciferase, MG132-induced, luminescence 8 h; hits give low values; actives 0.77% (n = 300,000); activity change, negative = inhibition, % at 7.5 µM (by protocol);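 active = more than half of replicate wells show activity change below -50%, luminescence cut by over half; inconclusive = some wells, but at most half, below -50%; inactive = no replicate well below -50%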;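 also: luciferase reports HSF-1 transcriptional activity via heat shock element; 0% = median of DMSO wells and -100% = zero luminescence signal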
* hit, by the source's call; u = inconclusive; x = not tested or not shown.

SMILES	IEC-6 tox	HSP90 refold inh	GSK3A inh	KLF5 inhibitor	HSF-1 act	aSyn 5UTR inh	DYRK1A inh	Platelet DG rel	GSK3B inh	HSF1 inhib
COc1cc(/C=N/NC(=O)c2ccoc2C)ccc1O	3	7	1	-117	18	-67	2	12	-3	9
COc1ccc(C(C(=O)NC2CCCC2)N(C(=O)c2ccco2)c2cc3c(cc2C(C)=O)OCO3)cc1 (stereo not drawn)	0	-4	1	-22	19	-3	10	18	-3	10
COc1ccc(-n2nc(C(=O)NCC(=O)N3CCN(C)CC3)c3ccccc3c2=O)cc1OC	2	-4	0	-21	23	8	5	0	-4	-1
CCOc1cc(/C=N/NC(=O)CN2CCOCC2)ccc1OCc1ccccc1	-4	0	-2	8	5	0	-1	9	-5	13
CC(C)(C)C1CCC(=O)N(CCC#N)CC1 (stereo not drawn)	-2	0	-1	-3	-3	8	-3	6	-6	9
O=C(CCc1ccc(S(=O)(=O)N2CCOCC2)cc1)Nc1nc(COc2ccccc2)cs1	-3	2	-3	-3	-9	1	-9	7	-2	9
O=C(c1ccc(N2CCN(C(=O)c3cccc(F)c3)CC2)cc1)c1cccc(F)c1	8	5	3	0	0	20	1	-11	-3	4
COc1cccc(N=Cc2c(O)c3ccccc3oc2=O)c1	-3	1	8	14	3	-11	-2	-4	-4	-6
CC(C)CCNS(=O)(=O)c1ccc(-c2ccc(S(=O)(=O)NCCC(C)C)cc2)cc1	-5	3	1	-18	-7	-28	x	-6	0	-7
O=C(Oc1c(Cl)cc(Cl)c2cccnc12)c1cccc([N+](=O)[O-])c1	-2	1	-2	-33	-29	36	-4	10	1	-34
Cc1[nH]c2ccccc2c1SCC(=O)N1CCOCC1	-1	-1	-1	-26	-22	-10	1	-1	0	-11
S=C(NCc1cccnc1)Nc1ccc(Cl)cc1Cl	1	-3	-7	-3	8	-17	x	-3	-3	-1
COC(=O)CCC(=O)NNC(=O)c1ccc(Cl)cc1Cl	-3	-2	-3	-22	-6	-24	1	-6	-2	-1
CC(C)c1nnc(NC(=O)C2CCCN2S(=O)(=O)c2ccc(Cl)cc2)s1 (stereo not drawn)	-4	-3	0	-15	3	5	-4	1	1	0
Cc1ccc(S(=O)(=O)N2CCN(C(=O)N3CCOCC3)CC2)c(C)c1	-1	0	-2	-16	-3	24	-5	-2	1	-2
CC1CCN(CCC(=O)Nc2ccc3c(c2)CCC3)CC1	-4	9	7	-4	-3	-4	2	1	1	-4
O=C(Nc1ccc([N+](=O)[O-])cc1Br)c1cccnc1	6	1	1	-1	-6	10	6	-2	0	-6
N#Cc1cccc(OC(=O)c2ccc3c(=O)n4c(nc3c2)CCC4)c1	x	x	0	x	-1	2	0	0	-1	0
Cc1cn(S(=O)(=O)c2ccc(Cl)cc2)c(C)n1	-1	2	2	-9	-9	-9	-3	4	1	-5
CCOC(=O)COc1ccc(S(=O)(=O)N2CCN(c3ccc(OC)cc3)CC2)cc1	2	4	0	-6	-7	-15	-5	2	0	-7
O=C(Cn1ncc2c(=O)oc3ccccc3c21)NCCCN1CCCC1=O	-4	2	1	-12	-2	6	x	9	1	-11
CC(C)(C)N(Cc1ccccc1)C(=O)COC(=O)CNC(=O)c1ccco1	x	x	0	x	-2	-1	4	11	3	-3
COCCCN1CC(=O)N2C(c3ccc(OC)c(OC)c3)c3[nH]c4ccccc4c3C[C@H]2C1=O (stereo partly drawn)	6	5	-1	-14	-16	37	4	4	2	0
CCN(C(=O)CSc1ccc2c(c1)OCCO2)C1CCS(=O)(=O)C1 (stereo not drawn)	-9	3	-1	-36	0	24	-5	5	-1	4
O=C(CNC(=O)Cn1ccc2ccccc2c1=O)NCCCN1CCN(c2cccc(Cl)c2)CC1	-3	-1	-2	-8	-1	23	4	1	-5	1
CC(Sc1ncnc2sccc12)C(=O)Nc1ccc(C(N)=O)cc1 (stereo not drawn)	-1	-1	-1	-6	27	-7	10	2	3	0
CNC(=S)NCC(O)c1ccc([N+](=O)[O-])cc1 (stereo not drawn)	1	3	-3	-5	-9	4	4	0	-2	-6
COc1ccc(OCC#CCn2ccnc2)cc1	9	-1	-1	1	-3	11	-2	-3	-1	0
CCN1CCCC1CNC(=O)C(NC(=O)C1CCC(C)CC1)C(C)C (stereo not drawn)	-5	0	-1	-28	11	-3	4	6	0	24
CCOC(=O)C(NCc1ccccc1OC)(NC(C)=O)C(F)(F)F (stereo not drawn)	2	1	5	-36	42	-12	1	-12	-2	11

Complete entries, quoted from the list. Order of screens: IEC-6 tox	HSP90 refold inh	GSK3A inh	KLF5 inhibitor	HSF-1 act	aSyn 5UTR inh	DYRK1A inh	Platelet DG rel	GSK3B inh	HSF1 inhib
CNC(=S)NCC(O)c1ccc([N+](=O)[O-])cc1 (stereo not drawn) reads 1	3	-3	-5	-9	4	4	0	-2	-6
CCOc1cc(/C=N/NC(=O)CN2CCOCC2)ccc1OCc1ccccc1 reads -4	0	-2	8	5	0	-1	9	-5	13

The listing continues:
SMILES	IEC-6 tox	HSP90 refold inh	GSK3A inh	KLF5 inhibitor	HSF-1 act	aSyn 5UTR inh	DYRK1A inh	Platelet DG rel	GSK3B inh	HSF1 inhib
CS(=O)(=O)c1cccc(S(=O)(=O)N2CCCCCC2)c1	1	-4	6	-20	10	-30	5	-5	2	-5
C=CCNC(=O)c1ccc(CN(c2ccc(OCC)cc2)S(=O)(=O)c2ccc(C)cc2)cc1	1	2	5	-22	18	-93	-1	-2	0	10
O=C(c1ccco1)c1cn[nH]c1-c1ccc(Cl)cc1O	-6	-1	3	-30	-9	6	9	5	-2	-5
Cc1ccc(C(=O)NNC(=O)Cn2ccc(C(F)(F)F)n2)o1	x	x	-3	x	-10	2	12	12	2	-4
COc1cc(/C=N/Nc2cc(C)nc(NS(=O)(=O)c3ccccc3)n2)ccc1O	0	-1	1	-14	-15	14	0	3	1	-6
CSc1ccc(/C=C(\C#N)C(=O)Nc2cccc(C)c2)cc1	-4	1	0	-14	u	-31	x	-17	4	18
CC(=O)N1N=C(c2ccco2)CC1c1cc2ccc(C)cc2nc1Cl (stereo not drawn)	-5	-6	1	-39	8	-5	1	0	1	4
COc1ccc(/C=N/N2CCN(c3ccc(Cl)cc3)CC2)cc1O	-9	1	6	-13	15	-28	-1	-11	5	-7
COc1ccc2nc(SCC(=O)N3CCNC3=O)[nH]c2c1	3	5	0	-82	23	-61	10	-6	-3	3
Cc1cccc(NC(=O)c2ccc(COc3cccc4ccccc34)o2)n1	0	-2	-1	-28	-4	-53	-1	-13	-2	1
CCOP(C)(=O)C1(C(=O)OCc2ccccc2)CC1 (stereo not drawn)	0	2	-4	2	17	2	-4	3	1	3
CCOC(=O)c1[nH]ncc1CN1CCCC(C(=O)c2cc(Cl)ccc2OC)C1 (stereo not drawn)	-6	-4	-2	0	-6	-8	-1	-7	-3	5
Cc1nc(C(=O)NCC(=O)c2ccc(Cl)cc2)c(C(F)(F)F)o1	3	4	-2	2	7	7	4	2	-2	-17
COc1ccccc1NC(=O)CCC(=O)Nc1ccccc1OC	1	-3	-2	-21	16	-2	1	0	2	-1
O=C(OCC#CCSc1nnc(-c2cccc3ccccc23)o1)c1cccs1	-1	1	1	-15	4	9	-1	4	0	1
CN1CC=C2C(C#N)=C(N)C(C#N)(C#N)[C@H](c3ccoc3)[C@H]2C1	5	1	19	-21	-12	17	13	-33	-8	-5
O=C(Nc1ccc(F)c(Cl)c1)C1CC2CCC1C2 (stereo not drawn)	x	x	6	x	70*	-2	-5	10	-2	28
CC1(C)CC(=O)C=C(NCCN2CCN(C(=S)Nc3ccc(F)cc3)CC2)C1	-4	1	0	-13	5	-12	x	5	1	2
CCOC(=O)C1(C(F)(F)F)N=C(C(F)(F)F)Nc2ccccc21 (stereo not drawn)	-8	-3	-1	-24	-2	8	x	0	0	2
CCOC(=O)c1sc2nc3c(cc2c1N)C(=O)CC(C)(C)C3	2	-2	-2	-30	26	-126	-1	-1	-1	7
COC(=O)c1ccc(CSc2nc3cc(Cl)ccc3o2)cc1	1	1	0	-11	15	4	-6	3	2	-3
CC(C)COc1nc2ccccc2nc1N1CCN(C)CC1	-5	-3	-3	-18	26	-5	-4	2	-2	2
Cc1snnc1C(=O)NC(=S)Nc1ccccc1	2	-4	-3	-20	11	2	x	-44	12	-10
Cc1cc(C)n2nc(SCC(=O)NCc3ccco3)nc2n1	-1	1	3	0	2	-24	1	-12	-1	2
O=C(/C=C/c1ccccc1)Oc1coc(CSc2ncccn2)cc1=O	-7	-3	-3	1	-12	-13	1	1	-2	2
O=C(Nc1ccc(N2CCOCC2)cc1)NC1CCCCC1	-4	-2	-1	-42	-3	-78	4	8	6	1
CN1CCN(C(=O)c2cc(-c3cccc(Cl)c3)on2)CC1	6	-4	0	-53	19	-59	-1	-3	1	10
COc1ccc2[nH]c(=O)c(CN(Cc3cccs3)Cc3nnnn3C(C)(C)C)cc2c1	-6	-1	-2	20	26	32	18	-1	-1	26
C#CCNC(=O)C1=C[C@@H](c2ccc(C(F)(F)F)cc2)C[C@@H](OCCCCO)O1	9	11	0	-16	-1	2	5	-1	2	5
O=C(CSc1nnc(-c2cccnc2)n1Cc1ccco1)NCc1ccc2c(c1)OCO2	-14	-6	-2	-12	-2	9	1	5	-1	-4
CCC1(CC)Cc2ccccc2-c2nc(NN)[nH]c(=O)c21	0	4	-1	2	-10	8	-9	10	0	-3
COc1ccc(CNn2cnnc2)c(O)c1	-1	-5	0	-34	-2	7	-1	-4	4	-7
Cc1cccc(NC(=S)NCc2ccc(F)cc2)c1C	-4	-1	x	-10	-7	4	5	0	1	-11
CN=C1S/C(=C\c2cc(C)n(-c3ccccc3F)c2C)C(=O)N1C	1	49*	1	-61	-83	-33	0	15	-1	-82*
COc1ccc(/C=C/C(=O)NCC(=O)N=Nc2c(O)[nH]c3ccc([N+](=O)[O-])cc23)cc1	-5	2	0	-4	-17	-2	-2	0	6	-5
O=C(NCc1ccc(F)cc1)C1CCC(CNc2c(N3CCCCC3)c(=O)c2=O)CC1 (stereo not drawn)	-8	1	-5	-4	-7	7	-3	11	1	0
O=C(CC1(O)C(=O)N(Cc2ccccc2Cl)c2ccccc21)c1ccco1 (stereo not drawn)	6	0	0	-39	2	13	-4	1	0	-5
COc1ccc(C2CN=NC2C(=O)c2ccccc2)cc1 (stereo not drawn)	-2	2	x	-13	x	x	1	x	x	x
CCn1c2ccccc2c2cc(N=C3SC(CC(=O)Nc4ccccc4)C(=O)N3C)ccc21 (stereo not drawn)	0	4	-1	-10	26	-16	2	-4	1	19
Cc1ccc(-c2nc3cccnc3s2)cc1NS(=O)(=O)c1ccc2c(c1)OCCO2	2	4	-4	-15	-5	6	-5	7	-3	11
CCOC(=O)c1sc(NC(=O)c2sc(C)nc2C)nc1C	-3	9	0	79*	11	-50	4	13	-3	8
COc1ccccc1CSc1nc2c(c(=O)n(C)c(=O)n2C)n1C	-2	-2	x	-7	-2	9	-5	-6	-3	-9
Cn1c(=N)n(CC(=O)c2ccc(Br)s2)c2ccccc21	6	7	-1	-16	-35	-118	13	-2	-2	-26

These rows are one share of the data; rates above refer to the full screens.
